IkB signaling: suppresses IkB signaling in ABC-DLBCL reporter cells | ABC-DLBCL IkBa-CBG/CBR dual luciferase ratio, 4 h; response scale: scaled: untreated 0%, proteasome inhibitor 100% | Potency, µM (series often up to 57.1 µM), for the others: at the top dose IkBa stabilization activation | 110,000 tested, 0.04% active | AID 445; active = well fitted curve in the direction sought with a large enough effect in the signal ratio, not every such curve was filed as active; inconclusive = small, poorly fitted or top-dose-only effect, or a change in a side signal; the % refers to the signal ratio;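 also: the direction sought is a rising ratio; 0% = basal untreated cells and 100% = reference inhibitor full response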
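Luminescence ratio of IκBα-fused green versus native red beetle luciferase in OCI-Ly3 cells, 4 h post-doxycycline with compound; red signal alone, scaled from basal (0%) to zero light (-100%), flagged nonspecific or cytotoxic effects.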
p53ts 32C kill: p53ts cell cytotoxicity, permissive temperature; H1299-p53A138V at 32C, ATP luminescence viability, 24 h; Potency, µM (highest dose often 46.1 µM), inactives show top-dose activity change, negative = cytotoxicity, hits mostly cytotoxic; 130,000 tested, 0.93% active;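 also: 0% = DMSO and -100% = full killing by reference compound; nearly all actives have a fitted effect of over 55% in size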
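H1299-p53 A138V cells (temperature-sensitive p53) exposed 24 h to up to 46 uM compound at 32C, where p53 is wild-type in conformation. Viability read as ATP luminescence and normalised to DMSO and 100 uM tamoxifen. AC50 fitted with the Hill equation.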
Peg3 imprint: genomic imprint erasure induction | mouse ES Peg3-LacZ reporter, beta-gal luminescence, 40 h | Potency, µM (titrated, usually from 60.7 µM), inactives show at the top dose activity change, positive = activation, hits mostly activators | 110,000 tested, 0.02% active | AID 1948;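 also: 0% = negative control wells on the plate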
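Readout: BetaGlo luminescence (5 min, room temp) for LacZ from the normally silent maternal Peg3 allele in female Peg3LacZ-Neo ES cells. Cells 300/well, 40 h, 37C, 5% CO2. Data normalized per plate to negative controls.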
p53ts 39C tox: kills p53ts cells at the nonpermissive temperature; H1299-p53A138V viability at 39C, ATP luminescence, 24 h; Potency, µM (top dose mostly 46.1 µM), for inactives: at the highest dose activity change, negative = cell killing, usual class: cytotoxic; 130,000 tested, 1.5% active; also: nearly all actives have a fitted effect of over 55% in size
* = called active by the depositor; ? = inconclusive; · = no result given; [ ] = another dose, or the depositor's remark. Unless noted, calls follow the shape of the dose curve; as a rule, active = well fitted curve in the direction sought with a large enough effect; inconclusive = small, poorly fitted or top-dose-only effect, or another doubt; inactive = no such curve, though single readings can be large; an effect the other way counts as inactive or inconclusive. Unless noted, % is scaled to controls: 0 for no effect and ±100 for the full control effect; potency is read from the fitted curve at half-maximal effect.

molecule | p53ts 39C tox | Peg3 imprint | p53ts 32C kill | IkB signaling
CCOC(=O)c1cnc(SCC(=O)Nc2cc(OC)cc(OC)c2)nc1N | -7% | -9% | -2% | 4.1%
CCOC(=O)C1CCCN(C(=O)Cn2nc(Cc3cccnc3)c3ccccc3c2=O)C1 (stereo not drawn) | 1% | -6% | 14% | -0.2%
O=C(/C=C/c1ccc2c(c1)OCO2)c1cccs1 | 20µM* | -46%[inhibitor] | 16µM* | ·
COc1ccc(OC)c(NC(=O)Cn2cnc3sc(C)c(S(=O)(=O)N4CCN(c5ccccc5OC)CC4)c3c2=O)c1 | 32%[activator] | -5%[10.9 µM] | 13% | ?
CCC(=O)N1CCc2cc(OC)c(OC)cc2C1COc1ccc(C(=O)OC)cc1 (stereo not drawn) | -6% | -8% | -3% | ?
CC1CCCC(NC(=O)CC2Nc3ccccc3NC2=O)C1C (stereo not drawn) | 1% | -8% | 6% | -1.3%
COc1ccc(S(=O)(=O)NCCc2sc(-c3cccc(F)c3)nc2C)cc1 | 6% | -14%[10.9 µM] | 0% | ?
CCOc1ccc(CNC(=O)C2CCN(S(=O)(=O)c3cn(C)cn3)CC2)cc1 | -6% | 7%[10.9 µM] | 4% | 2.1%
Cc1nnc(N(Cc2ccccc2)C(=O)c2cnccn2)s1 | -4% | · | -8% | -2.0%
CCOc1ccc2nc(NCCCO)[nH]c2c1 | -13% | · | -4% | ·
COc1cccc(CNC(=O)c2cccc(-n3c(C)nc4cccnc43)c2)c1OC | -1% | 2%[10.9 µM] | 11% | 0.2%
Cn1cccc1Cc1nnc(SCC(=O)NCCc2ccccc2)n1-c1ccc(F)cc1 | -2% | 0% | 2% | -0.1%
CCOC(=O)c1cnc(-n2cc(C)cn2)nc1Nc1ccccc1OC | 1% | -13% | 5% | -1.1%
Cc1nc(N2CCN(c3ccccc3)CC2)[nH]c(=O)c1Cc1ccccc1 | 2% | 2% | 4% | 2.7%
CC(C)c1ccc(OCC(=O)Nc2c(Cl)ccc3nsnc23)cc1 | 12% | -7%[10.9 µM] | -7% | -4.3%
Cc1cc2nc(CCN3CCOCC3)n(S(=O)(=O)c3ccc(C(C)(C)C)cc3)c2cc1C | 2% | · | -7% | ·
Cc1c(C(=O)NCCc2ccccc2)oc2ccc(S(=O)(=O)N3CCOCC3)cc12 | 4% | -16% | ? | -1.4%
COc1ccccc1OCc1ccc(C(=O)N2CCN(C(=O)c3ccco3)CC2)cc1 | -7% | -12% | 29% | 2.5%
NC(=O)CCN(Cc1ccccc1)S(=O)(=O)c1ccccc1 | 14% | -8% | 2% | 0.8%
COC(=O)N1CCC2(CCN(C(=O)Nc3ccc(OC)cc3)CC2)CC1 | 8% | · | 0% | -1.7%[11.4 µM]
COc1ccc(NC(=O)CCN2C(=O)C3CC=C(Cl)CC3C2=O)cc1 (stereo not drawn) | 4% | -2% | 4% | 0.4%
Cc1ccccc1OCc1ccc(-c2nc(C#N)c(N3CCCCC3)o2)o1 | -12% | -6%[10.9 µM] | ? | -0.3%
COc1ccc(C2C(C(=O)Nc3cc(C)on3)c3ccccc3C(=O)N2C)cc1OC (stereo not drawn) | 1% | -7% | 6% | -1.8%
COc1ccc(OC)c(C2C(C#N)=C(N)Oc3cc(N)ccc32)c1 (stereo not drawn) | -13% | · | 8% | ·
COc1cc(C2CC(=O)N(Cc3cccc(F)c3)c3ccccc3S2)cc(OC)c1OC (stereo not drawn) | -26% | -17%[10.9 µM] | ? | -0.8%
Cc1ccc(CNC(=O)CCCn2c(=O)c3ccccc3n(Cc3ccc(Cl)cc3)c2=O)cc1 | -4% | -2%[10.9 µM] | 4% | ?
CCc1ccc(-n2c(=O)c3cccnc3n2CC(=O)NCc2ccc(F)cc2)cc1 | -21% | -5%[10.9 µM] | -5% | -0.1%
COCCN(CCOC)c1nc(C)nc2c1nc(-c1ccccc1)n2CCCN(C)C | 7% | -10% | -4% | ·
COc1ccc(NCc2cc3ccc(OC)cc3n(CC(=O)Nc3cccc(OC)c3)c2=O)cc1 | -3% | -7%[10.9 µM] | 2% | ?
COc1ccc(C(=O)Nc2ccccc2-c2nc3ccccc3s2)c(OC)c1 | ? | -7%[10.9 µM] | 4% | ?

The last three entries of the part before lead into the next:
molecule | p53ts 39C tox | Peg3 imprint | p53ts 32C kill | IkB signaling
COCCN(CCOC)c1nc(C)nc2c1nc(-c1ccccc1)n2CCCN(C)C | 7% | -10% | -4% | ·
COc1ccc(NCc2cc3ccc(OC)cc3n(CC(=O)Nc3cccc(OC)c3)c2=O)cc1 | -3% | -7%[10.9 µM] | 2% | ?
COc1ccc(C(=O)Nc2ccccc2-c2nc3ccccc3s2)c(OC)c1 | ? | -7%[10.9 µM] | 4% | ?
O=C(c1sc2ccccc2c1Cl)N(Cc1ccco1)C1CCS(=O)(=O)C1 (stereo not drawn) | 8% | -7% | -4% | 4.7%
Cc1cc(F)ccc1NC(=O)CCn1nc(C)c(S(=O)(=O)N2CCCCC2)c1C | -3% | -10%[10.9 µM] | 5% | 0.8%
Clc1ccc2c(c1)C(N1CCNCC1)Cc1ccccc1S2 (stereo not drawn) | -20% | · | ? | ·
COc1ccc(OC)c(C(=O)N2CCC(C(=O)c3ccc(F)cc3)CC2)c1 | 3% | · | 2% | ·
Cc1ccc2oc(=O)c3cnn(CC(=O)N4CCc5ccccc5C4)c3c2c1 | 4% | -17% | -18% | ?
Cn1c(=O)c(-c2ccc(Cl)cc2)nc2cnc(N3CCNCC3)nc21 | -27% | -43%[inhibitor] | -11% | -4.4%[11.4 µM]
N#CC(C(=O)NCCc1ccccc1)c1nc2ccccc2nc1N1CCOCC1 (stereo not drawn) | 5% | 3% | 1% | 1.1%
COc1cc(OC)c(OC)cc1CNC1CCCCCC1 | 6% | -14% | 7% | -0.1%
Cc1c(C(C)O)nnn1-c1nonc1N (stereo not drawn) | -2% | -5% | 0% | 0.4%
O=C(Nc1c(F)cc(F)cc1Br)c1cc(-c2ccc(O)cc2)on1 | -16% | 4% | -7% | ?
NS(=O)(=O)O | 4% | -1% | -10%[1.84 µM] | -1.7%
CCOc1ccc(CNC(=O)c2cnc3sc(N4CCOCC4)nn3c2=O)cc1 | -22% | -12%[10.9 µM] | 10% | -2.2%
Cc1ccc(NC(=O)CN(CCc2ccccc2)S(=O)(=O)c2ccccc2)c(C)c1 | -7% | -15%[10.9 µM] | 7% | ?
C(=N\n1cnnc1)/c1ccc(-c2ccccc2)cc1 | -7% | -17% | -12% | 5.2%
Nc1nonc1C(=O)NCCNC(=O)c1ccccc1F | 3% | 23% | -2% | 0.6%
CCC(C(N)=O)c1ccccc1 (stereo not drawn) | -2% | -5% | -6% | ·
Cc1nc2cc(C(=O)O)ccc2s1 | 1% | -33%[inhibitor] | 0% | 0.2%
Cc1cccc(NC(=O)c2cc(S(=O)(=O)N3CCCCC3)c[nH]2)c1C | -10% | -15%[10.9 µM] | 16% | ?
COc1cc(-c2nc(Cn3nnc(C(=O)Nc4cc(C)cc(C)c4)c3C)c(C)o2)cc(OC)c1OC | 8% | -14%[10.9 µM] | 2% | 8.7%
CCN(Cc1ccccc1)C(=O)c1cc2c(=O)[nH]c3ccc(C)cc3c2s1 | -28% | -11%[10.9 µM] | 7% | ?
O=C(O)C1(P(=O)(c2ccccc2)c2ccccc2)CCC1 | -3% | 3% | 0% | -0.4%
C[C@@H](C[C@H](N)C(=O)O)C(=O)O | -6%[9.22 µM] | -6%[10.9 µM] | 0%[9.22 µM] | -0.6%[11.4 µM]
CCCCNS(=O)(=O)c1ccc(NC(=O)c2c(-c3ccccc3)noc2C)cc1 | 0% | -14%[10.9 µM] | 11% | 7.4%
Cc1cccc(CSc2nc3c([nH]c4ccccc43)c(=O)n2C)c1 | -14% | 3%[10.9 µM] | -2% | -1.6%
Cc1ccc(C)c(CNC(=O)C2CCN(c3nc4ccccc4nc3C(F)(F)F)CC2)c1 | 10% | 5%[10.9 µM] | -7% | -0.9%
Cc1nn(Cc2ccc(Cl)cc2)c(C)c1NC(=O)c1cc(-c2ccco2)on1 | -15% | -20% | -18% | 6.3%
COc1cccc(N2CCN(C(=O)CN3CCSc4ccccc43)CC2)c1 | -24% | -6%[10.9 µM] | -5% | ?
Cc1ccc2oc(=O)c3cnn(CC(=O)NC4CCN(Cc5ccccc5)CC4)c3c2c1 | 4% | -18% | -7% | 0.8%
COc1ccc(C2c3cccn3CCN2S(=O)(=O)c2ccc([N+](=O)[O-])cc2)cc1 (stereo not drawn) | -14% | -7%[10.9 µM] | 16% | 1.6%
O=C(Oc1ccc2c(=O)c(Cl)coc2c1)c1ccncc1 | 5% | -20% | -5% | -0.7%

The final five compounds of the section before come first, to join the parts:
molecule | p53ts 39C tox | Peg3 imprint | p53ts 32C kill | IkB signaling
Cc1nn(Cc2ccc(Cl)cc2)c(C)c1NC(=O)c1cc(-c2ccco2)on1 | -15% | -20% | -18% | 6.3%
COc1cccc(N2CCN(C(=O)CN3CCSc4ccccc43)CC2)c1 | -24% | -6%[10.9 µM] | -5% | ?
Cc1ccc2oc(=O)c3cnn(CC(=O)NC4CCN(Cc5ccccc5)CC4)c3c2c1 | 4% | -18% | -7% | 0.8%
COc1ccc(C2c3cccn3CCN2S(=O)(=O)c2ccc([N+](=O)[O-])cc2)cc1 (stereo not drawn) | -14% | -7%[10.9 µM] | 16% | 1.6%
O=C(Oc1ccc2c(=O)c(Cl)coc2c1)c1ccncc1 | 5% | -20% | -5% | -0.7%
CCCCOC(=O)Nc1ccccc1C(N)=O | -11% | -15% | -5% | 14%
CCOC(=O)c1cccc(NC(=O)c2cc3c(=O)n(C)c4ccccc4c3n2C)c1 | -3% | ? | 18% | ?
O=C(c1cc(-c2cccnc2)nc2ccc(Br)cc12)N1CCN(c2ncccn2)CC1 | 4% | -10% | 3% | -4.8%
CCn1c(SCc2cccc(Br)c2)nnc1-c1nonc1NC(C)=O | -26% | -11%[10.9 µM] | -3% | 0.1%
COC(=O)c1[nH]c2ccccc2c1NC(=O)CN1CCCc2ccccc21 | 27% | -16% | 24% | -3.3%
O=C(Nc1ccccc1F)c1cc2nc(C(F)F)cc(C(F)F)n2n1 | 10% | · | -25% | ·
CCCn1c(N2CCN(C)CC2)nc2c1c(=O)[nH]c(=O)n2C | 19% | · | 11% | ·
CC(CC(=O)c1cccs1)CC(=O)c1cccs1 | 5% | · | 1% | ·
Nc1nnc(SCc2ccccc2F)n1-c1ccccc1 | 10% | -6% | 8% | 1.8%
CCOC(=O)C1CCN(S(=O)(=O)c2ccc3c(c2)N(C)C(=O)CC(=O)N3C)CC1 | -9% | -12%[10.9 µM] | -4% | 0.1%
CCC1CCCCN1Cc1ccc(CNS(=O)(=O)c2ccc3c(c2)oc(=O)n3C)o1 (stereo not drawn) | 7% | -11% | -1% | ?
CCn1c(=O)c2cc(C(=O)N3CCN(c4cccc(Cl)c4)CC3)sc2c2ccccc21 | -14% | -8%[10.9 µM] | 10% | ?
COC(=O)c1ccc(NC(=O)CC2C(=O)N(c3ccccc3)C(=O)N2Cc2cccs2)cc1 (stereo not drawn) | -4% | -8%[10.9 µM] | 4% | 2.3%
Cc1nc2cnc(N3CCN(C)CC3)nc2n(C)c1=O | -6% | -1% | -6% | 1.8%[11.4 µM]
Cc1ccc(NC(=O)CCn2cnc3ccccc3c2=O)cc1Cl | 6% | 2% | 3% | -0.5%
COc1ccc(C(=O)NCC(c2ccco2)S(=O)(=O)c2ccccc2)cc1 (stereo not drawn) | -5% | -10%[10.9 µM] | -1% | -0.6%
O=C1CCc2c(ccc3ccccc23)O1 | -5% | -7% | 0% | -0.5%
CCOC(=O)CSc1nnc(CNC(=O)c2ccc(OC)cc2OC)n1-c1ccc(OC)cc1 | 0% | 0% | 0% | 0.4%
CN(c1cccc(NC(=O)CN2C(=O)c3ccccc3S2(=O)=O)c1)S(C)(=O)=O | 7% | ? | -2% | -0.1%
CCOc1ccccc1N1CCN(CC(O)COc2ccc3c(C)cc(=O)oc3c2)CC1 (stereo not drawn) | -2% | -14% | -3% | ?
